Screening data from PubChem BioAssay.
SKN-1 inh: inhibitors of C. elegans SKN-1 | C. elegans VP596 Pgst-4::GFP/RFP ratio, acrylamide-induced, 24 h | 0.49% of 360,000 active | AID 624304 | inhibition, % at 21.8 µM;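 active = interference check ratio from 0.5 to 1.5 plus GFP to RFP signal ratio inhibition reaching or exceeding a fixed threshold, cut at about 30% in these data, passing the limit was not always enough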; also: some compounds called inactive have numbers as strong as hits
Neddylation inh: blocks human cullin neddylation | calls only at 25 µM | TR-FRET cullin neddylation, biochemical | AID 651699 | 0.58% of 360,000 active; in the data active = inhibition above about 36%
Target sequence (P61081 whole entry, looked up): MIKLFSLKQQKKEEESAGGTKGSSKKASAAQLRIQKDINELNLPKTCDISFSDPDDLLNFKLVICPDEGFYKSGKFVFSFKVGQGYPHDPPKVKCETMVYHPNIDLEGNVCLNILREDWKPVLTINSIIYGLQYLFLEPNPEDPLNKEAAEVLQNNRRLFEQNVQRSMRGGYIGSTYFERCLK
Target sequence (Q13564 whole entry, looked up): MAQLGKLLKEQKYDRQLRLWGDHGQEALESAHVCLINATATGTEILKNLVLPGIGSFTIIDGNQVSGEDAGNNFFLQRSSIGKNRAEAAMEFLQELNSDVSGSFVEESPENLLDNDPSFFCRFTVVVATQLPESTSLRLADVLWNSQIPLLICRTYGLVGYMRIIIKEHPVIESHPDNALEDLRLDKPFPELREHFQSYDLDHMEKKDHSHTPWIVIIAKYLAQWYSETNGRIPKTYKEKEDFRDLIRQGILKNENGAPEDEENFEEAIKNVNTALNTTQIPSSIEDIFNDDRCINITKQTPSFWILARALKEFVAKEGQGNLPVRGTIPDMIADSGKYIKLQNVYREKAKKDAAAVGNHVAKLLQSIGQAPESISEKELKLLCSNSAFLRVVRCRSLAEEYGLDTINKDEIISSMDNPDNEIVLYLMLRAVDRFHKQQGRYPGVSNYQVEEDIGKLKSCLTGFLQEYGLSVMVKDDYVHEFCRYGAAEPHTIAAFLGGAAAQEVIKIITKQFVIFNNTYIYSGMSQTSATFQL
NadD block: inhibitors of Staphylococcus aureus NadD; purified NadD enzyme, colorimetric absorbance read-out; inhibition, % at 20 µM; 0.78% of 360,000 active; in the data active = inhibition above about 26%; also: some compounds past the cut are filed as inactive
STEP inh: blocks human striatal-enriched tyrosine phosphatase | inhibition, % at 20 µM | P54829 | recombinant STEP, OMFP fluorogenic substrate, fluorescence | 0.25% of 360,000 active;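 active = inhibition at 20 µM, scaled per plate between control wells, above about 37%, limit read from the data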;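 also: 0% = DMSO with enzyme and substrate and 100% = substrate only without enzyme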
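Measure: Control-normalized % inhibition with plate pattern correction | Test system: STEP phosphatase, cell-free reaction | Medium: pH 6.0 Bis-Tris with DTT and Tween 20 | Technique: Fluorescence, 480/540 nm | Times: Reaction 20 min, ambient temperature | Doses: Single compound dose of 20 µM, 1% DMSO final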
NRP1-CendR mod: modulators of CendR peptide binding to human neuropilin-1; O14786; FAM-RPARPAR peptide binding to NRP-1, fluorescence polarization; inhibition, % at 25 µM; 0.85% of 360,000 active; AID 602438;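 active = inhibition or corrected inhibition above about 18%, plus a signal ratio from 0.5 to 1.5, limit read from the data, passing the limit was not always enough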; also: strong numbers were not always called active
LMPTP inh: blocks human LMPTP phosphatase | P24666 | recombinant LMPTP-A, OMFP fluorogenic substrate, fluorescence intensity | inhibition, % at 20 µM | 0.22% of 360,000 active;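 active = compounds that cut the enzyme signal by at least half of the control window in the single-dose screen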;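 also: plate controls were DMSO wells with enzyme plus substrate for no effect and substrate without enzyme for full effect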
Target sequence (P24666 whole entry, looked up): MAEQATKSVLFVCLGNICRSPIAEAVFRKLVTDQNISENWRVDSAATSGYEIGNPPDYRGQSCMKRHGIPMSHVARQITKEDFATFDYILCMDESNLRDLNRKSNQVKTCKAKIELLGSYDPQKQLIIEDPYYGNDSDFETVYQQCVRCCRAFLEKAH
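Test system – LMPTP-A enzyme · Amount – LMPTP-A at 0.625 nM final in the reaction · Buffer or medium – Bis-Tris pH 6.0, DTT, detergent · Reagent – OMFP 400 µM · Doses – single 20 µM dose · Schedule – reaction 50 min, room temperature, dark · Detection – fluorescence intensity of OMFP turnover product · Evaluation – percent inhibition versus substrate-only and uninhibited controls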
Tb MetRS inh: Trypanosoma brucei MetRS inhibition; AID 624268; purified T. brucei MetRS, ATP depletion, Kinase-Glo luminescence; 0.4% of 360,000 active; inhibition, % at 11.9 µM;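 active = inhibition above a per-plate cutoff of the control wells' mean inhibition plus 3 SD, cut at about 5.5% in these data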;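 also: 0% = DMSO wells median and 100% = median of wells with control inhibitor compound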
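Material: parasite MetRS enzyme / Replication: singlicate, one well per compound / Signal: luminescence of leftover ATP / Schedule: 2 h aminoacylation at 25 °C after 15 min preincubation / Medium: HEPES-MgCl2-KCl buffer plus DTT, spermine, BSA, pyrophosphatase / Doses: 11.9 µM single point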
Scp-1 inhibitor: inhibitors of human Scp-1 phosphatase; Recombinant Scp1, phosphopeptide, malachite green phosphate absorbance; inhibition, % at 20 µM; 0.88% of 340,000 active; Q9GZU7; AID 493091;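 active = inhibition above about 50% at 20 µM, limit read from the data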;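 also: plate controls were DMSO wells with enzyme for no effect and wells lacking enzyme for full effect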
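Times: enzyme reaction 45 min at room temperature, colour 5 min, stabilisation 30 min. Material: SCP-1 catalytic fragment, aa 76-261. Medium: Acidic Tris acetate buffer with magnesium and detergent. Signal: colorimetric free-phosphate detection, absorbance 630 nm. Read-out basis: % inhibition of SCP-1 phosphate liberation. Reagent: Phosphorylated 17-residue peptide substrate.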
DNMT1 block: blocks human DNA methyltransferase DNMT1; P26358; DNMT1 molecular beacon, Hinp1I cleavage, fluorescence; inhibition (reported as % activation of signal), % at 10 µM; 0.83% of 360,000 active; in the data active = inhibition above about 50%
SUMO1 PPI mod: modulators of human SUMO1-mediated protein-protein interactions | 0.33% of 360,000 active | AID 602429 | P63165 | inhibition, % at 20 µM | SUMO1 binding to a labelled peptide, TR-FRET, 1 h; in the data active = inhibition above about 37%
Target sequence (P63165 whole entry, looked up): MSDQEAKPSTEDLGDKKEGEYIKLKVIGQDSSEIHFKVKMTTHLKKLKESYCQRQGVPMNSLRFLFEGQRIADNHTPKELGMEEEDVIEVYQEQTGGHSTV
An asterisk follows results filed as active; i = inactive; nt = no result given; + = active, no number.

SMILES | SKN-1 inh | Neddylation inh | NadD block | STEP inh | NRP1-CendR mod | LMPTP inh | Tb MetRS inh | Scp-1 inhibitor | DNMT1 block | SUMO1 PPI mod
Cn1c(CC(=O)Nc2ccccc2)nnc1SCC(=O)NC1=NCCS1 | 17 | i | 0 | -2 | -2 | -2.1 | 0.0 | -10 | 1 | -1
CC(=O)NCCc1nc2cc(NS(=O)(=O)c3ccc(Cl)cc3)ccc2n1C | 3 | i | 3 | 0 | -1 | -1.1 | -0.2 | 0 | -2 | 2
O=C(COC(=O)c1ccc(Br)cc1)NC1CCCC1 | 8 | i | 3 | -1 | 4 | -1.9 | -0.1 | -8 | 0 | 2
Cc1cc(C=O)c(C)n1-c1cccc(C(=O)O)c1 | 6 | i | 0 | 4 | -16 | -0.7 | 0.3 | 53* | 41 | 0
CCOC(=O)C1CCCN(C(=O)CC(c2ccccc2)c2ccccc2)C1 (centres undefined) | 13 | i | -1 | 1 | 21 | 0.9 | -1.5 | 11 | -2 | 0
O=S(=O)(/N=C(/Nc1ccccn1)c1ccccc1)c1ccc(Cl)cc1 | -8 | i | -2 | 4 | -4 | -1.4 | 0.5 | -6 | 0 | 2
CCOC(=O)c1ccc(-n2c(CN3CCN(CCO)CC3)nc3ccc([N+](=O)[O-])cc3c2=O)cc1 | -5 | i | -4 | -1 | 3 | -0.6 | -0.2 | -7 | -5 | -32
CCCCCCC(c1c(C)n(C)n(-c2ccccc2)c1=O)c1c(C)n(C)n(-c2ccccc2)c1=O | -27 | i | 16 | 4 | 12 | -0.2 | -1.1 | 12 | -4 | 1
COc1cc2c(cc1OC)C(COc1ccc(C(C)C)cc1)NCC2 (centres undefined) | 8 | + | -3 | 2 | 14 | 8.1 | -0.5 | -4 | -7 | -1
O=C(CCc1nnc(CCCCc2ccccc2)o1)NCCc1cccnc1 | -12 | i | -3 | -2 | -12 | -1.9 | -0.1 | -2 | -3 | 2
Cc1noc(C)c1S(=O)(=O)N1CCCN(C(=O)/C=C/c2ccccc2F)CC1 | -5 | i | -5 | -6 | -2 | 0.1 | -0.3 | -12 | -1 | -2
COC(=O)CSc1nnc(CNC(=O)c2ccccc2OC)n1-c1ccc(OC)cc1 | -1 | i | 6 | 0 | -7 | -0.3 | -0.8 | 0 | 2 | -1
Cc1ccc(Cn2c(SCC(=O)NCc3ccco3)nc3ccsc3c2=O)cc1 | 6 | i | -3 | 17 | 4 | 0.4 | -1.2 | -10 | 5 | 3
Cc1ccc(S(=O)(=O)c2cn(CC(=O)Nc3ccccc3)c3ccc(F)cc3c2=O)cc1 | -3 | i | 11 | 1 | -5 | 1.9 | 1.7 | -1 | 4 | 10
NC(=O)c1c(NC(=O)c2ccccc2)sc2c1CCN(Cc1ccccc1)C2 | -16 | i | 6 | -18 | -97 | 1.0 | -0.6 | 8 | 6 | -3
Clc1ccccc1CSc1nnc([C@@H]2CCCN2)o1 | -2 | i | 0 | 3 | 8 | -0.7 | 0.0 | -7 | -1 | -3
CC(=O)c1c(C)oc2ccc(N(C(C)=O)S(=O)(=O)c3cccc4cccnc34)cc12 | 1 | i | 0 | -4 | 2 | -0.9 | -0.7 | -2 | 0 | 3
Cc1ccccc1Nc1nnc(-c2ccc(C(=O)NCCO)cc2)c2ccccc12 | -11 | i | -4 | 0 | -3 | -0.6 | -1.3 | 5 | 1 | -16
CSc1ccc(CNC(=O)C2(C)CCCN2C)cc1 (centres undefined) | 16 | i | 4 | 2 | 1 | 0.2 | 0.7 | nt | 10 | -2
COCCCN1C(=O)C(CC(=O)NCc2cccs2)CC(C(=O)N2CCCCCC2)=C1C (centres undefined) | 3 | i | 12 | nt | 4 | -1.5 | -0.1 | nt | nt | -3

An excerpt taken from the entries so far, for reference:
SMILES | SKN-1 inh | Neddylation inh | NadD block | STEP inh | NRP1-CendR mod | LMPTP inh | Tb MetRS inh | Scp-1 inhibitor | DNMT1 block | SUMO1 PPI mod
Cn1c(CC(=O)Nc2ccccc2)nnc1SCC(=O)NC1=NCCS1 | 17 | i | 0 | -2 | -2 | -2.1 | 0.0 | -10 | 1 | -1
CC(=O)NCCc1nc2cc(NS(=O)(=O)c3ccc(Cl)cc3)ccc2n1C | 3 | i | 3 | 0 | -1 | -1.1 | -0.2 | 0 | -2 | 2
O=C(COC(=O)c1ccc(Br)cc1)NC1CCCC1 | 8 | i | 3 | -1 | 4 | -1.9 | -0.1 | -8 | 0 | 2
Cc1cc(C=O)c(C)n1-c1cccc(C(=O)O)c1 | 6 | i | 0 | 4 | -16 | -0.7 | 0.3 | 53* | 41 | 0
CCOC(=O)C1CCCN(C(=O)CC(c2ccccc2)c2ccccc2)C1 (centres undefined) | 13 | i | -1 | 1 | 21 | 0.9 | -1.5 | 11 | -2 | 0
O=S(=O)(/N=C(/Nc1ccccn1)c1ccccc1)c1ccc(Cl)cc1 | -8 | i | -2 | 4 | -4 | -1.4 | 0.5 | -6 | 0 | 2
CCOC(=O)c1ccc(-n2c(CN3CCN(CCO)CC3)nc3ccc([N+](=O)[O-])cc3c2=O)cc1 | -5 | i | -4 | -1 | 3 | -0.6 | -0.2 | -7 | -5 | -32
CCCCCCC(c1c(C)n(C)n(-c2ccccc2)c1=O)c1c(C)n(C)n(-c2ccccc2)c1=O | -27 | i | 16 | 4 | 12 | -0.2 | -1.1 | 12 | -4 | 1

Next results follow:
SMILES | SKN-1 inh | Neddylation inh | NadD block | STEP inh | NRP1-CendR mod | LMPTP inh | Tb MetRS inh | Scp-1 inhibitor | DNMT1 block | SUMO1 PPI mod
Cc1ccc(Nc2ncc3c(n2)CC(C)(C)CC3=O)cc1 | 13 | nt | 2 | 2 | -16 | 0.4 | -0.1 | -3 | -4 | 3
CCc1ccc(NS(=O)(=O)c2ccc(C)c(C(=O)N3CCOCC3)c2)cc1 | 12 | i | 10 | -2 | 2 | -2.3 | 0.1 | 41 | 0 | -4
O=C(Nc1ccc(NC(=O)c2ccccc2Cl)nc1)c1ccco1 | -5 | i | 2 | -1 | 8 | -0.5 | 0.2 | -1 | -3 | -1
N#CCN1CCN(CC(=O)Nc2cccc3ccccc23)CC1 | -6 | i | -5 | 2 | -1 | -1.7 | 0.1 | -8 | -6 | -5
Cc1nn2c(N3CCCC3)c3c(nc2c1-c1ccccc1)CCC3 | -8 | i | 7 | -1 | -23 | 3.0 | -0.7 | -4 | -2 | 3
COC(=O)c1ccc2c(=O)n(CCCCCC(=O)NCc3ccccn3)c(=O)[nH]c2c1 | -1 | i | -7 | -1 | 4 | -0.6 | -1.0 | -7 | 8 | -1
COc1ccc(-n2c(SCC(=O)N3CCCCC3)nnc2-c2cccnc2)cc1 | 7 | i | 1 | -3 | 6 | -0.4 | -0.1 | -8 | -1 | 3
O=C(CN1C(=O)NC2(CCCCC2)C1=O)Nc1ccc(N2CCCCC2)cc1 | 8 | i | -1 | 4 | -16 | 0.8 | -0.3 | -4 | 6 | 3
CCOC(=O)/C(C#N)=C/c1ccc(OCC(=O)Nc2ccccc2)c(OC)c1 | 32 | i | 3 | 1 | -17 | 1.0 | -0.7 | -8 | 60* | -19
CCOc1ccc(CCNC(=O)C2CCC(=O)N2C2CCCCC2)cc1OCC (centres undefined) | 7 | i | 4 | 2 | 4 | -0.7 | -0.5 | -8 | -1 | 7
Cc1ccc(S(=O)(=O)Cn2nnnc2CN2CCN(C(=O)c3ccco3)CC2)cc1 | 17 | i | 3 | -2 | 4 | 0.0 | -0.3 | -5 | 1 | -3
CCS(=O)(=O)Nc1ccc(C2=NN(C(=O)c3ccco3)C(c3cccc(F)c3)C2)cc1 (centres undefined) | -1 | nt | 1 | -1 | 2 | 1.0 | 0.2 | -5 | -5 | -7
CN(C)c1ncnc2c1ncn2[C@H]1CN(C2CCCC2)C[C@@H](CO)O1 | 19 | i | 1 | -1 | 2 | -1.6 | -0.3 | nt | 1 | -4
CN(C(=O)Nc1cccc([N+](=O)[O-])c1)c1ccccc1 | 10 | i | -1 | 1 | 3 | -1.4 | -0.2 | -10 | -1 | -26
CCOC(=O)c1cc(-c2cccc([N+](=O)[O-])c2)on1 | -10 | i | -2 | 0 | -10 | -1.4 | 2.0 | -4 | 0 | -16
O=C(O)c1ccc(Cl)c(NCc2ccncc2)c1 | 6 | i | -4 | -1 | 2 | -2.8 | 0.0 | -14 | 1 | -2
Cc1cccc(-c2c3c(=O)n(C)c(=O)n(C)c3cn2CCO)c1 | -8 | i | 8 | 2 | 9 | -1.6 | -0.3 | -3 | -2 | 1
COc1ccc(-c2cc3ccccc3oc2=O)cc1NC(=O)c1ccc(Br)o1 | 2 | i | 3 | 5 | -15 | 16 | 0.2 | 1 | 85* | 9
COc1ccc(C(=O)NC(=S)N2CC(C)OC(C)C2)cc1OC (centres undefined) | 5 | i | -2 | -1 | 8 | 0.3 | -0.2 | 3 | 8 | 0
CC1CCN(C(=O)c2[nH]c(C(F)(F)F)nc2-c2ccccc2)CC1 | -7 | i | -6 | -2 | 11 | -3.3 | 0.4 | nt | 1 | 9
O=C(COc1ccccc1)Nc1cccc2nsnc12 | 3 | nt | -3 | 2 | 4 | 1.5 | 0.5 | -10 | -7 | -23
Cn1c(=O)c2c(ncn2CC(=O)N2CCN(c3cccc(Cl)c3)CC2)n(C)c1=O | 11 | i | 3 | 1 | 10 | -0.2 | 0.4 | 8 | 1 | 2
CCOc1cc(/C=C/C(=O)OCC(=O)NCc2ccco2)cc(Cl)c1OC | -3 | i | -6 | 3 | -5 | 1.5 | -0.6 | 21 | 6 | -10
COc1ccc(S(=O)(=O)Nc2cc3c(cc2C(C)=O)OCO3)cc1 | -5 | i | -2 | 0 | 0 | 0.7 | 0.0 | -3 | 3 | -4
COC(=O)CSc1nc(N2CCOCC2)c2c(c1C#N)CC(C)(C)OC2 | 6 | i | -6 | -2 | 13 | -0.7 | -0.7 | -3 | -1 | 0
COc1ccc(C(=O)Oc2ccc3oc(=O)sc3c2)cc1 | 5 | i | -4 | 1 | -10 | 1.0 | 0.9 | -9 | 6 | 2
O=C(O)CSc1nccc2ccccc12 | 10 | i | -3 | -2 | 1 | -0.5 | -0.2 | 7 | -3 | -2
NC(CCc1ccccc1)c1csc(NC(=O)NCC2CCCCC2)n1 (centres undefined) | -3 | i | 7 | 2 | -12 | 0.8 | 0.2 | nt | -2 | -28
